LYP phosphatase – PTPN22 lymphoid phosphatase activity blockers – biochemical, fluorescence intensity, uHTS (AID 1779); hit rate 0.054% among 290,000; recombinant LYP phosphatase, fluorescence intensity; higher % means a stronger effect; inhibition, % at 11.5 µM, or IC50 in µM where a hit was titrated;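 note: plate controls were vehicle with enzyme for no effect and no enzyme for full effect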
HIV peptide binding – inhibitors of HIV fusion peptide binding, primary screen, biochemical, uHTS, fluorescence dequenching (AID 1986) | cell-free peptide binding, fluorescence dequenching, 30 min; higher % means a stronger effect | inhibition, % at 20 µM, or IC50 in µM where a hit was titrated | hit rate 0.3% among 290,000; in the data active = inhibition mostly above about 52%, no sharp cut-off; inactive = mostly below about 76%; note: some results filed as inactive read as strong as hits
Salmonella PhoP GFP – inhibitors of PhoP regulon expression, primary screen, Salmonella Typhimurium, GFP reporter (AID 1863) | hit rate 0.16% among 300,000 | inhibition, % at 50 µM, or IC50 in µM where a hit was titrated | S. Typhimurium PhoP-regulated promoter GFP reporter, 4 h; higher % means a stronger effect;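 active = inhibition over 29.93%, a cutoff 3 SD above the screen mean, later confirmed by dose response; inconclusive = inhibition over 29.93% but no dose response follow-up; inactive = inhibition at most 29.93% or unconfirmed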;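 note: 0% = low Mg2+ inducing control and 100% = high Mg2+ repressing control; strong numbers were not always called active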
Myeloid diff 2 – promotes myeloid progenitor differentiation; calls only at 10 µM; hit rate 1% among 360,000; AID 624256; ER-HoxA9 myeloid progenitors, lysozyme-GFP differentiation, flow cytometry;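 active = normalized GFP-positive differentiation at or above the plate's own cutoff, the solvent-only control mean plus 3 SD; inconclusive = no clear call, values can overlap the other calls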;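 note: cells exposed to compound for four days before flow analysis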
Siah-1 displacement – Siah-1 peptide-binding antagonists, primary screen, biochemical, fluorescence polarization, rhodamine-plectin, uHTS (AID 1817) | displacement, % at 20 µM; hits with a dose series show IC50 in µM | hit rate 0.02% among 290,000 | Siah-1 / rhodamine-plectin peptide fluorescence polarization; higher % means a stronger effect;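 active = displacement of at least 50% at 20 µM, with a fluorescence ratio check between 0.3 and a set limit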;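 note: plate controls were Siah plus tracer with DMSO for no effect and tracer alone without Siah for full effect; strong numbers were not always called active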
KOR beta-arrestin-1 – kappa opioid receptor activators – cell-based, luminescence, uHTS, primary screen (AID 1777) | KOR beta-arrestin recruitment, luminescence; higher % means a stronger effect | activation, % at 10 µM, or EC50 in µM where a hit was titrated | hit rate 0.02% among 280,000; in the data active = activation above about 50%, passing the limit was not always enough; note: a part of the inactive calls stands beside numbers as strong as those of hits
KOR beta-arrestin-2 – kappa opioid receptor blockers – cell-based, luminescence, uHTS (AID 1778); hit rate 0.091% among 290,000; inhibition, % at 10 µM, or IC50 in µM where a hit was titrated; KOR beta-arrestin recruitment, luminescence, antagonist mode; higher % means a stronger effect; note: strong numbers were not always called active
NOD2 inhibition – NOD2 signaling inhibitors, cell-based, luminescence, uHTS, HEK293 (AID 1566); HEK293 NOD2/NF-kB luciferase reporter, luminescence; higher % means a stronger effect; one-dose inhibition, % at 4 µM; EC50 in µM for titrated hits; hit rate 0.63% among 290,000; note: many of its hits are not listed in these tables
NOD1 NF-kB reporter – inhibition of NOD1-driven NF-kB reporter – cell-based, luminescence, uHTS, primary screen (AID 1578); NOD1-driven NF-kB luciferase reporter cells, luminescence; higher % means a stronger effect; hit rate 1% among 290,000; inhibition, % at 4 µM; hits with a dose series show EC50 in µM; in the data active = inhibition mostly above about 36%, no sharp cut-off; inactive = mostly below about 34%;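 note: HEK-293T reporter cells stimulated with the NOD1 agonist gamma-tri-DAP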
Myeloid diff 2 GFP+ MAC1+ % – second read-out of Myeloid diff 2, no call of its own (marks repeat the call); GFP+ MAC1+ double positive, %; measured here: differentiation confirmed by MAC1 staining
* = called active by the depositor; i = inactive; ? = inconclusive; . = no result given; [ ] = dose if it differs, or a comment. Cut-off read from the data, not from the text of the source, unless noted: active = inhibition above about 50%; inactive = the rest. This is a subset; the hit share may differ from the screen's.

SMILES | LYP phosphatase | HIV peptide binding | Salmonella PhoP GFP | Myeloid diff 2 | Myeloid diff 2 GFP+ MAC1+ % | Siah-1 displacement | KOR beta-arrestin-1 | KOR beta-arrestin-2 | NOD2 inhibition | NOD1 NF-kB reporter
CCOC(=O)C1CCN(C(=O)c2ccccc2NS(=O)(=O)c2ccc(C)cc2)CC1 | -10% | -0.4% | 8% | i | 0.9 | -2% | 6.6% | 1% | 7% | -5%
Cc1ccc(NS(=O)(=O)c2ccc(NC(=O)N3CCCCC3)cc2)cc1 | -9% | 0.2% | -2% | i | 0.3 | -6% | 0.8% | -13% | 17% | 36%
COCCn1c(=S)[nH]c2cc(C(=O)N(CCO)Cc3ccccc3)ccc2c1=O | -8% | 0.2% | 9% | i | 2.3 | 4% | -2.5% | 19% | 4% | -17%
O=C(Oc1ccc(Cl)cc1)c1ccc(COC(=O)c2cnccn2)cc1 | -4% | 2.3% | 0% | . | . | -3% | 0.0% | -6% | 6% | -16%
COc1ccccc1/C=c1\sc2nc(-c3ccco3)nn2c1=O | 2% | 36% | -2% | i | 0.7 | 24% | -4.2% | 1% | 11% | 8%
CC(=O)c1cccc(NC2c3ccccc3C(=O)N2Cc2ccc3c(c2)OCO3)c1 (stereo not given) | 0% | -1.7% | 5% | i | 2.5 | 1% | -1.7% | 24% | 16% | -20%
COc1ccc2[nH]cc(CCNS(=O)(=O)c3ccc(F)cc3)c2c1 | -4% | -0.9% | 2% | i | 0.6 | -3% | . | -30%[20 µM] | -12% | 26%
Cn1nnnc1SC(C(=O)Nc1cccc(C(F)(F)F)c1)c1ccccc1 (stereo not given) | -4% | 2.5% | 5% | i | 1.4 | 1% | 15% | -9% | 6% | 11%
Cc1onc(C(=O)NC2CCCCC2)c1[N+](=O)[O-] | -5% | 0.4% | -8% | i | 2.1 | 5% | -4.6% | 4% | 16% | -3%
Cc1cccc(C)c1-n1c(C)nn(-c2ncc(C(F)(F)F)cc2Cl)c1=O | -3% | 1.0% | -10% | i | 1.1 | 9% | -4.0% | -8% | 5% | -26%
COc1ccc(N2C(=O)C(CC(=O)Nc3ccccc3)N(Cc3ccccn3)C2=S)cc1 (stereo not given) | -3% | 3.6% | 4% | i | 0.1 | 2% | 1.5% | 3% | 11% | -12%
Cc1c(N(C)C(=O)c2ccco2)c(=O)n(-c2ccccc2)n1C | -5% | -1.0% | 3% | i | 0.4 | -2% | 1.0% | -2% | 9% | -22%
CN(CC(=O)Nc1ccc(F)cc1)C(=O)c1ccccc1OCc1ccc(F)cc1 | -10% | 1.3% | 3% | i | 0.6 | 3% | -2.4% | 17% | -4% | -26%
CCOC(=O)CCNC(=O)N1CCCC(Cc2ccccc2)(C(=O)OCC)C1 (stereo not given) | -8% | 1.0% | 8% | i | 0.7 | 11% | -4.9% | -23%[20 µM] | 2% | -26%
CCN(CC)C(=O)CNC(=O)c1nn(-c2ccc(OC)c(Cl)c2)c(=O)c2ccccc12 | 4% | 22% | 4% | i | 0.9 | 7% | -3.4% | 4% | 13% | -1%
CCOC(=O)c1cnc(-n2nc(C)cc2C)nc1NNc1cc(C)nc(-c2ccccc2)n1 | 9% | -2.4% | -9% | ? | . | -11% | 0.3% | 3% | 19% | -6%
Cc1sc(NC(=O)CSc2nnc(CCNC(=O)c3cccs3)n2C)nc1-c1ccccc1 | -4% | 3.1% | -5% | i | 0.5 | 0% | -1.3% | 2% | 20% | -6%
O=C(c1ccc(S(=O)(=O)N2CCCCCC2)cc1)N1CCN(c2ccccc2)CC1 | -3% | 0.3% | -9% | i | 2.2 | -2% | 1.1% | -3% | 12% | -19%
COc1ccc(C(=O)N/N=c2\oc3ccccc3cc2C(N)=O)cc1 | 6% | 3.4% | -6% | i | 0.1 | 0% | 4.3% | 0% | -18% | -28%
COc1cccc2sc(Nc3nnc(-c4cccs4)o3)nc12 | -1% | 0.5% | -21% | i | 0.7 | -6% | 4.5% | 45% | -208% | 85%*
Cc1cc(S(=O)(=O)Nc2ccc3ccccc3c2)c(C)s1 | 4% | 2.1% | 10% | i | 5.9 | -1% | -1.3% | 16% | -6% | 37%
COc1ccc(NC(=O)c2nc[nH]c2C(=O)N[C@@H](C)C(=O)OC(C)(C)C)cc1 | 4% | -2.1% | 4% | i | 2.5 | 7% | 3.5% | 2% | -5% | -5%
CC1CCCCC1NS(=O)(=O)c1ccc(S(=O)(=O)N2CCN(CCC#N)CC2)cc1 (stereo not given) | -10% | 0.0% | -9% | i | 2.8 | 0% | -3.1% | 21% | -7% | -10%
Cc1c(Cl)cc(-n2cnnn2)cc1[N+](=O)[O-] | -6% | 4.8% | -10% | i | 0.2 | 0% | -2.7% | -6% | 16% | -3%
Cc1cccc(C)c1OCC(=O)N/N=C/c1cc2c(cc1[N+](=O)[O-])OCO2 | -1% | 0.9% | -3% | i | 1.3 | -7% | -6.2% | 36% | 16% | 13%
COc1cccc(N(C(=O)C2CSC(=O)C2)C(C(=O)NC(C)(C)C)c2ccncc2)c1 (stereo not given) | -9% | 1.0% | 1% | i | 0.1 | 15% | . | -24%[20 µM] | 14% | -2%
CCCCCC(=O)Nc1ccc(Cc2ccncc2)cc1 | -5% | 0.8% | 4% | i | 0.7 | 1% | -5.9% | -35% | 14% | -27%
O=S(=O)(c1cc(Cl)ccc1Cl)N1CCN(Cc2ccc3c(c2)OCO3)CC1 | -6% | -1.6% | 8% | i | 0.4 | 1% | -1.8% | 21% | -23% | 6%
O=C(CN1C(=O)/C(=C/c2ccc(F)cc2)SC1=S)NC1C=CS(=O)(=O)C1 (stereo not given) | -8% | 1.4% | 0% | i | 0.5 | 3% | -1.0% | -6% | 10% | -7%
O=C(Nc1ccc(F)cc1)N1CCN(c2ccc3nnc(-c4ccc(F)cc4)n3n2)CC1 | -6% | -2.1% | -5% | i | 2.0 | 0% | 1.6% | 29% | 11% | -13%
O=S(=O)(c1ccc2c(c1)OCCO2)N1CCN(Cc2ccc3c(c2)OCO3)CC1 | -3% | -2.4% | 0% | i | 2.9 | 5% | -7.5% | 13% | -14% | -36%
CC1CC(C)(C)N2C(=O)C3(Nc4ccccc4S3)c3cccc1c32 (stereo not given) | 12% | 2.0% | 4% | i | 5.3 | -2% | 5.0% | -8% | 2% | 5%
Cc1ccc(NC(=O)c2c(C)nn(-c3ccccc3)c2Cl)cc1 | -8% | 1.4% | -2% | i | 0.1 | -5% | 4.1% | 18% | -27% | -37%
c1ccc(Oc2cc(-n3cncn3)ncn2)cc1 | -1% | 2.0% | -10% | i | 1.9 | 3% | 0.5% | -22% | -1% | -17%
CCCc1nc2ccccc2c(=O)n1N | -2% | 0.4% | 22% | i | 1.4 | 1% | -3.1% | 2% | 4% | -6%
CCOc1ccc(S(=O)(=O)N(C)c2ccc(OCC(=O)Nc3nc4ccccc4s3)cc2)cc1 | -5% | -0.9% | -4% | i | 1.4 | -6% | 0.7% | -18% | 25% | 59%
O=C1NC(=S)SC1=C1CCCCCC1 | 1% | -2.5% | -11% | i | 0.5 | -6% | -1.8% | -2% | -16% | 16%
O=C(CSCc1c(Cl)cccc1Cl)Nc1ccccc1-c1ccccc1 | -4% | -1.4% | -3% | i | 0.7 | 8% | 2.3% | 22% | -48% | -34%
Cc1ccc(N(CCCCN2C(=O)c3ccccc3C2=O)C(=O)c2cccc([N+](=O)[O-])c2)cc1 | 3% | 0.9% | -3% | i | 0.7 | 1% | 0.1% | -12% | 19% | .
CCN(CC)CCNC(=O)c1ccc2c(c1)NC(=O)c1ccccc1S2 | 1% | 0.6% | 1% | i | 0.4 | 0% | 2.3% | -6% | 10% | -12%

3 of the entries above in order of their number in HIV peptide binding, ascending.
molecule,HIV peptide binding
COc1ccc(NC(=O)c2nc[nH]c2C(=O)N[C@@H](C)C(=O)OC(C)(C)C)cc1,-2.1%
O=S(=O)(c1cc(Cl)ccc1Cl)N1CCN(Cc2ccc3c(c2)OCO3)CC1,-1.6%
CCOc1ccc(S(=O)(=O)N(C)c2ccc(OCC(=O)Nc3nc4ccccc4s3)cc2)cc1,-0.9%

Individual results from the list.
COc1cccc(N(C(=O)C2CSC(=O)C2)C(C(=O)NC(C)(C)C)c2ccncc2)c1 (stereo not given) in KOR beta-arrestin-2 = -24%[20 µM]
Cc1ccc(N(CCCCN2C(=O)c3ccccc3C2=O)C(=O)c2cccc([N+](=O)[O-])c2)cc1 in KOR beta-arrestin-1 = 0.1%

Next section.
SMILES | LYP phosphatase | HIV peptide binding | Salmonella PhoP GFP | Myeloid diff 2 | Myeloid diff 2 GFP+ MAC1+ % | Siah-1 displacement | KOR beta-arrestin-1 | KOR beta-arrestin-2 | NOD2 inhibition | NOD1 NF-kB reporter
O=C(CN1CCCN(S(=O)(=O)c2ccc(F)cc2)CC1)Nc1cccc(F)c1 | -5% | 0.1% | -2% | ? | . | 3% | 0.5% | -11% | -5% | -18%
COc1cc(OC)c(OC)cc1/C=N/NC(=O)c1cc(-c2cccn2C)n[nH]1 | -2% | 2.9% | -4% | i | 1.3 | 0% | -1.1% | 20% | 15% | 6%
CC1=C(C)CC(C(=O)Nc2cccc([N+](=O)[O-])c2)C(C(=O)O)C1 (stereo not given) | -5% | 3.0% | -10% | i | 0.5 | -4% | -3.9% | -17% | 16% | 2%
CCCOC(=O)c1c(-c2ccc(C)cc2C)csc1NC(=O)C1C2CCC(O2)C1C(=O)O (stereo not given) | 67%* | 13% | 3% | i | 1.1 | 4% | 1.3% | 0% | 11% | -13%
CCS(=O)(=O)c1ccc(Sc2nncn2C)c([N+](=O)[O-])c1 | -1% | -0.1% | -4% | i | 1.0 | -5% | -3.6% | 24% | -13% | 21%
Cc1cc(=O)[nH]c(SCC(=O)N2CCCCCC2)n1 | -1% | -0.8% | 2% | i | 0.6 | -3% | 0.5% | 11% | 12% | 5%
CCCCn1c(=O)nc2n(-c3ccc(Cl)cc3)c3ccccc3cc-2c1=O | -5% | -1.9% | -11% | i | 0.4 | -7% | 6.4% | -40% | 15% | -21%
CCCCC(C(=O)NC(C)(C)C)N(Cc1ccccc1)C(=O)c1snc(C(N)=O)c1N (stereo not given) | -2% | -0.3% | -8% | i | 0.5 | 1% | 3.5% | -39%[20 µM] | 14% | -5%
Cc1cccc(NC(=O)c2ccc3c(c2)OCCO3)n1 | -7% | -0.4% | -1% | i | 0.7 | 5% | 0.4% | 6% | -50% | -83%
COc1ccc([N+](=O)[O-])cc1NC(=O)COC(=O)C1CC1 | 2% | 0.9% | 10% | i | 0.3 | -2% | 1.5% | 6% | 7% | -6%
CN(C)c1ccnc(-n2cccc2/C=N/OCc2cccc(F)c2)c1C#N | -3% | 2.8% | 1% | i | 0.4 | -1% | 1.7% | -41% | 6% | 7%
CCCCSc1nnc([C@H](CC(C)C)NC(=O)OC(C)(C)C)o1 | -7% | 2.2% | -9% | i | 1.6 | 4% | -0.7% | -11% | 11% | 12%
CCOc1ccc(C2C(C#N)=C(N)Oc3cc(C)[nH]c(=O)c32)cc1OC (stereo not given) | -2% | -1.6% | -3% | i | 0.2 | 2% | -6.3% | -1% | 7% | 1%
